PTHR1 agonist: activates the human parathyroid hormone receptor PTHR1 | Q03431 | HEK293 GP2 PTHR1 cells, GloSensor cAMP luminescence, 1 h | Potency, µM (titrated, usually from 115 µM), for the others: at the top dose activation, usual class: activators | 410,000 tested, 0.075% active; active = well fitted activation curve with a large enough effect; inconclusive = small, poorly fitted or top-dose-only effect, or another doubt; inactive = no such curve, though single readings can be large or run the other way; note: potency is the fitted concentration of half-maximal effect; nearly all actives have a fitted effect of over 55% in size; some results filed as inactive show a strong effect at the top dose; inactives centre near -15; many of its hits are not listed in these tables
Target sequence (Q03431 whole entry, looked up): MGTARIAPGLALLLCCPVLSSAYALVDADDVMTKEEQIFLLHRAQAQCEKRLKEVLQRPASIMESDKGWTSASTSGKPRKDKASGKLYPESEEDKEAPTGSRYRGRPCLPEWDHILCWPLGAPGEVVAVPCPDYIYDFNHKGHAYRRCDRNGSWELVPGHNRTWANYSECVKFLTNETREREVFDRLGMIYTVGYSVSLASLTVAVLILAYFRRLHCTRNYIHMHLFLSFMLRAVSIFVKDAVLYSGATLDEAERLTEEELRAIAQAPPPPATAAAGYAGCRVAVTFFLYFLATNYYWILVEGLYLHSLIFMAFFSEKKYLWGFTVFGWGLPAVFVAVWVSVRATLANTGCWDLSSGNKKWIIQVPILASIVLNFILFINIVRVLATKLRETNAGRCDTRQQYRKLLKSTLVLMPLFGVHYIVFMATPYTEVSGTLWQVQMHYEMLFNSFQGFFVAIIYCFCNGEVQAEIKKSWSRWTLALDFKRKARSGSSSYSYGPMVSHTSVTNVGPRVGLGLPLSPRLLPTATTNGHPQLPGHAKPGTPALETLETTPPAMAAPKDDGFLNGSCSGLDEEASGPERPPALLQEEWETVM
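HEK-293-derived GP2 cells expressing PTHR1 and a GloSensor cAMP reporter, 3,000/well, plated overnight, given luciferin plus IBMX (each 0.5 mM as added) for 1 h at 37 °C, then compound for 1 h at 37 °C. Luminescence was read after 15 min at room temperature.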
D3 ag: D3 dopamine receptor (human) agonism; max activation, %; P35462; D3R DiscoveRx beta-arrestin cells, luminescence, 90 min; 410,000 tested, 0.58% active; AID 652048; in the data active = max activation above about 30%; note: 0% is about no effect; mostly tested at two doses, the higher about 12 µM
Target sequence (P35462 whole entry, looked up): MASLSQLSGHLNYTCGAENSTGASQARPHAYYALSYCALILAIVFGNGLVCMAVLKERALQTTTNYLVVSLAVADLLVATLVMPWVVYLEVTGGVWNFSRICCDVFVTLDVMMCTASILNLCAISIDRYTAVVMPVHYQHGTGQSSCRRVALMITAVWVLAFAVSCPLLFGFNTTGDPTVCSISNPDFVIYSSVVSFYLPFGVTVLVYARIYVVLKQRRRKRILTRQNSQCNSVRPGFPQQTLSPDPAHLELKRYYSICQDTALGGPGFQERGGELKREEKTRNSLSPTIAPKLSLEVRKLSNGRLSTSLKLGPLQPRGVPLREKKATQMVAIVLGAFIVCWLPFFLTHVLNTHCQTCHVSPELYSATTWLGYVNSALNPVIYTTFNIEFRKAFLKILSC
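Agonist-mode cell screen: cells plated at 1500/well and incubated overnight at 37 °C, then exposed to library compounds for 90 min at 37 °C. Detection reagent was added for 30–60 min at room temperature, and luminescence was read.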
* hit, by the source's call; i = inactive; ? = inconclusive; [ ] = another dose, or the depositor's remark. Some of the compounds tested; rates above refer to the full screens.

The line under a structure holds: PTHR1 agonist	D3 ag
CCCCNc1ccc(-c2nc(-c3ccco3)no2)cc1[N+](=O)[O-]
→ i	5
CSc1ccc(CCNC(=O)CCc2c(C)nc3ncnn3c2C)cc1
→ i	-2
Cc1cc(C)cc(N2C(=O)N(CC(=O)c3ccc(Br)cc3)c3ccccc3S2(=O)=O)c1
→ -22%	-10
Cc1ccc(-c2ccc(CCC(=O)O)n2-c2cccc(C)c2C)cc1
→ i	0
Cc1ccc(CCNC(=O)CS(=O)Cc2nc(-c3ccccc3C)oc2C)cc1 (stereo unspecified)
→ i	-1
CN(C)CCNC(=O)CCCN1C(=O)c2cccnc2Oc2ccc(Cl)cc21
→ i	-1
Cc1c(C)n(Cc2ccc(Cl)cc2)c2ccc(C(=O)NCCc3ccc(S(N)(=O)=O)cc3)cc12
→ -24%	-10
Cc1ccn2c(NC(=O)c3cccc(Cl)c3)c(-c3ccccc3)nc2c1
→ 15%	-5
CCOc1ccc(NC(=O)CCc2nnc3n(C)c(=O)c4sccc4n23)cc1
→ -21%	-6
CC(C)c1ccc(NC(=O)CN2C(=O)C3(SCC(=O)N3c3ccc(F)cc3)c3ccccc32)cc1 (stereo unspecified)
→ -9%	-1
COc1ccc(C2CC(=O)N(CC(=O)Nc3ccc(C(F)(F)F)cc3)c3ccccc3S2)cc1 (stereo unspecified)
→ 0%	1
COc1ccc(-c2cc(C(=O)OCC(=O)c3ccc(C)cc3)c3cccc(Cl)c3n2)cc1
→ i	-15
CCOC(=O)c1ccc(NS(=O)(=O)c2ccc3[nH]c4c(c3c2)CCCCC4)cc1
→ i	-8
O=C(NCC(c1ccco1)S(=O)(=O)c1cccs1)c1ccc(C(F)(F)F)cc1 (stereo unspecified)
→ -34%[inhibitor]	2
CC(C)CC(=O)Nc1c(C(=O)N2CCN(c3ccccc3)CC2)oc2ccccc12
→ -1%	7
O=S(=O)(NCC(c1ccco1)N1CCOCC1)c1cc(F)ccc1F (stereo unspecified)
→ -9%	-13
CC(CNC(=O)c1cnn(-c2ccc(F)cc2)c1-n1cccc1)c1ccccc1 (stereo unspecified)
→ -86%[inhibitor]	9
CC(C)CC(NS(=O)(=O)c1ccc2c(c1)oc(=O)n2C)C(=O)NCc1ccccc1Cl (stereo unspecified)
→ i	-10
O=C(c1ccccc1)n1nc(-c2ccc(Cl)cc2)nc1NCc1ccco1
→ i	-16
CC(=O)c1ccc(NC(=O)CSc2nc3c(=O)n(C)c(=O)n(C)c3n2C)cc1
→ -18%	1
Cc1cc(C(=O)N2CCN(c3cccc(Cl)c3)CC2)c2c(C)nn(-c3ccccc3Cl)c2n1
→ -33%[inhibitor]	4
Cc1ccc(CNC(=O)C(=O)Nc2c3c(nn2-c2ccccc2)CSC3)cc1
→ -10%	6
CCOC(=O)c1cccc(NC(=O)Nc2c(C)n(C)n(-c3ccccc3)c2=O)c1
→ -13%	3
Cc1ccc(Cn2c(=O)c3cccnc3n(Cc3ccc(F)cc3)c2=O)cc1
→ i	3
CC(C)c1nc2ccc(C(=O)NCCCN3CCN(c4ccc(F)cc4)CC3)cc2o1
→ i	-22
Cc1cc(Br)ccc1NC(=O)c1c(C)oc2ncnc(N3CCCCC3)c12
→ i	-8
NC(=O)c1cc(S(=O)(=O)N2CCN(c3ccc(F)cc3)CC2)cs1
→ -8%	2
CC(C)c1ccc(NC(=O)C(C)N(c2ccccc2)S(C)(=O)=O)cc1 (stereo unspecified)
→ ?	-9
Cc1ccc(C(=O)N2CCN(CCc3ccncc3)CC2)cc1
→ -7%	-43
Cc1ccc(Cn2c(=O)n(CC3CCC(C(=O)N4CCOCC4)CC3)c(=O)c3sccc32)cc1 (stereo unspecified)
→ i	1
O=C(Nc1ccccc1Br)N1CCC(CN2CCCC2)CC1
→ -6%	-12
CCc1ccccc1NC(=O)CSc1nc2c(c(=O)[nH]1)CN(Cc1ccccc1OC)CC2
→ i	4
CCOc1ccc(NC(=O)CSc2nnc(NC(=O)Nc3ccccc3)s2)cc1
→ i	4
COc1ccc(C(=O)Nc2ccccc2-c2nc3ccccc3s2)c(OC)c1
→ i	12
O=C(Nc1ccc(Cl)c(C(F)(F)F)c1)C1CCN(S(=O)(=O)c2cccc3nonc23)CC1
→ -27%	12
Cc1nnc(N2CCC(C(=O)NCCc3ccccc3)CC2)c2nn(-c3ccccc3)c(C)c12
→ 7%	-17
CCOc1ccc(CCNC(=O)c2ccc3c(c2)nc2n3CCOC2)cc1OCC
→ -12%	5
COC(=O)CNC(=O)Nc1cc(C(=O)NCc2ccc(C)cc2)ccc1N1CCCC1
→ -27%	3
COc1ccccc1CN(Cc1c(Cl)cccc1Cl)S(=O)(=O)c1ccc(Br)cc1
→ i	6
Cc1ccc(OCC(=O)N(Cc2ccc(Cl)cc2)Cc2ccco2)cc1C
→ -37%[inhibitor]	7

Random excerpt: 7 records from the list.
The line under a structure holds: PTHR1 agonist	D3 ag
CC(C)c1nc2ccc(C(=O)NCCCN3CCN(c4ccc(F)cc4)CC3)cc2o1
→ i	-22
Cc1ccc(CNC(=O)C(=O)Nc2c3c(nn2-c2ccccc2)CSC3)cc1
→ -10%	6
CC(C)CC(=O)Nc1c(C(=O)N2CCN(c3ccccc3)CC2)oc2ccccc12
→ -1%	7
Cc1ccc(C(=O)N2CCN(CCc3ccncc3)CC2)cc1
→ -7%	-43
O=C(c1ccccc1)n1nc(-c2ccc(Cl)cc2)nc1NCc1ccco1
→ i	-16
Cc1nnc(N2CCC(C(=O)NCCc3ccccc3)CC2)c2nn(-c3ccccc3)c(C)c12
→ 7%	-17
CSc1ccc(CCNC(=O)CCc2c(C)nc3ncnn3c2C)cc1
→ i	-2

The listing continues.
The line under a structure holds: PTHR1 agonist	D3 ag
CCCN(Cc1cccs1)C(=O)Nc1ccccc1C
→ 19%	-4
COc1ccccc1-c1nc2c(c(SCc3cc(C)ccc3C)n1)Cc1c(CO)cnc(C)c1O2
→ i	0
CCc1ccc(C2c3c(-c4ccccc4)n[nH]c3C(=O)N2c2ccc(C(=O)O)cc2)cc1 (stereo unspecified)
→ -21%	0
CC(=O)c1cccc(NC(=O)[C@H](Cc2ccccc2)N2Cc3ccccc3C2=O)c1
→ i	10
CCOc1ccc(CCNC(=O)c2sc3ncccc3c2-n2cccc2)cc1OCC
→ -34%	9
COc1ccc(N2C(=O)C(CC(=O)Nc3ccc(Cl)cc3)N(Cc3ccc4c(c3)OCO4)C2=O)cc1 (stereo unspecified)
→ i	4
O=C(Cn1cnc2onc(-c3ccc(F)cc3)c2c1=O)Nc1ccc(F)c(Cl)c1
→ -13%	0
Cc1cccn2c(=O)c(C(=O)NCCc3ccccc3)c(O)nc12
→ -2%	-4
COc1cccc(-c2nc(CSCC(=O)NCCc3ccc(Cl)cc3)c(C)o2)c1
→ -90%[inhibitor]	1
CCc1cccc(C)c1NC(=O)C1CCCN1S(=O)(=O)c1cccc2nsnc12 (stereo unspecified)
→ i	1
COc1cccc(OC)c1C(=O)Nc1ccc(S(=O)(=O)Nc2nccc(C)n2)cc1
→ i	3
O=C(CN1CCSc2ccccc21)N1CCN(c2ccc(F)cc2)CC1
→ i	-3
Nc1c(C(=O)NCc2cccs2)nnn1CC(=O)Nc1cccc(F)c1
→ -21%	-1
Cc1cc(OCCCSc2nc(-c3ccc(C(C)(C)C)cc3)nc3cc(=O)[nH]n23)ccc1Cl
→ -6%	20
COc1ccc(Cl)cc1NC(=O)CSc1nnc2[nH]c(=O)cc(-c3ccccc3)n12
→ -19%	11
CCOc1ccc(CC(=O)Nc2c(C(=O)c3ccccc3)oc3ccc(Cl)cc23)cc1OCC
→ i	-7
Cc1ccc(C(=O)c2sc(Nc3ccccc3F)c(S(=O)(=O)c3ccccc3)c2N)c(C)c1
→ -11%	-20
O=C(Cn1ncc2c3ccccc3n(Cc3ccccc3F)c2c1=O)NCc1ccccc1Cl
→ 8%	-10
COc1ccccc1OCC(=O)N(Cc1ccco1)Cc1ccccc1F
→ i	-5
CN(C)S(=O)(=O)c1ccc2c(c1)N(CC(=O)N1CCN(c3ccccc3F)CC1)CCS2
→ i	-9

An excerpt from above in order of formula weight, descending.
The line under a structure holds: PTHR1 agonist	D3 ag
Cc1cc(OCCCSc2nc(-c3ccc(C(C)(C)C)cc3)nc3cc(=O)[nH]n23)ccc1Cl
→ -6%	20
COc1cccc(-c2nc(CSCC(=O)NCCc3ccc(Cl)cc3)c(C)o2)c1
→ -90%[inhibitor]	1
COc1cccc(OC)c1C(=O)Nc1ccc(S(=O)(=O)Nc2nccc(C)n2)cc1
→ i	3

(next part)
The line under a structure holds: PTHR1 agonist	D3 ag
O=C(CSc1nc(=O)[nH]c2c1CCC2)Nc1cc(C(F)(F)F)ccc1Cl
→ -21%	2
O=C(Cn1ncc2c3ccccc3n(Cc3ccccc3)c2c1=O)NCc1ccccc1
→ i	2
Cc1ccc(CCNC(=O)c2ccc3c(c2)N(Cc2ccc(F)cc2)CCS3)cc1
→ -21%	-12
Cc1cc(Cl)ccc1NS(=O)(=O)c1ccc2c(c1)CC(C)N2C(=O)C1CCC1 (stereo unspecified)
→ -38%[inhibitor]	-1
COc1ccc(C(=O)Nc2ccc(-n3nncc3-c3ccccc3)cc2)cc1OC
→ i	-11
COc1ccc(OC)c(NC(=O)c2c(NCc3ccc(OC)c(OC)c3)sc3c2CCC(C)C3)c1 (stereo unspecified)
→ i	-6
Cc1cc(C)cc(NS(=O)(=O)c2c(C)nc3scc(C)n3c2=O)c1
→ i	4
COc1cccc2c1cc1c(=O)n(CC(=O)NC3CC3)nc(C)n12
→ -14%	-8
O=C(CNC(=O)c1ccccc1)OCc1cc(=O)n2ccsc2n1
→ -9%	0
CCOc1c(Br)cc(C2C=C(C(=O)O)Nc3ncnn32)cc1OC (stereo unspecified)
→ -2%	1
O=c1c(N2CCN(c3cccc(C(F)(F)F)c3)CC2)csc2ccc(Cl)cc12
→ i	-18
COc1ccc(CCNC(=O)Cn2c(=O)n(-c3ccc(C)c(C)c3)c(=O)c3c(C)c(C)sc32)cc1OC
→ -44%[inhibitor]	5
Cc1ccc(N2C(=O)[C@@H]3CSC(c4ccc(Cl)cc4)N3C2=O)cc1 (stereo partly specified)
→ i	3
O=S(=O)(Nc1ccc(Cl)cc1)c1ccc(NS(=O)(=O)c2ccc3c(c2)OCCO3)cc1
→ i	-20
O=C1CC(c2nc(-c3ccc(Cl)cc3)no2)CN1c1ccc2c(c1)OCCO2 (stereo unspecified)
→ i	-8
COc1cccc(N2CC(NC(=O)c3ccc(S(=O)(=O)N4CCOCC4)cc3)CC2=O)c1 (stereo unspecified)
→ -30%[inhibitor]	-11
COc1ccc(CNC(=O)c2cnn(-c3ccc(F)cc3)c2-n2cccc2)cc1
→ -24%	-4
CCc1ccccc1NC(=O)CC(C)S(=O)(=O)c1ccc2c(c1)NC(=O)CO2 (stereo unspecified)
→ i	3
CCOc1ccc(C(=O)c2cn(CC(=O)Nc3ccc(C)c(C)c3)c3ccc(OCC)cc3c2=O)cc1
→ -4%	4
FC(F)(F)c1ccc(C2=Nc3ccccc3NC(c3cccs3)=N2)cc1
→ -8%	-3
Cc1cc(OC(C)C(=O)N(Cc2ccc(N(C)C)cc2)Cc2ccco2)ccc1Cl (stereo unspecified)
→ -37%[inhibitor]	-7
CCCCOc1ccc(CNC(=O)c2cnc3sc(N4CCCCCC4)nn3c2=O)cc1
→ i	8
O=C1CC(c2ccc(Cl)cc2)c2cc3c(cc2N1)OCCO3 (stereo unspecified)
→ -21%	-2
O=[N+]([O-])c1cc(-c2nc(-c3ccccn3)no2)ccc1NCc1ccccc1
→ i	8
COc1ccc(OC)c(S(=O)(=O)NCc2cccn2Cc2cccc(C)c2)c1
→ -38%[inhibitor]	1
Cc1ccc(C)c(N2CCN(CCCNC(=O)c3cnn(-c4ccccc4)c3C3CCN(C(=O)OC(C)(C)C)CC3)CC2)c1
→ ?	-22
COc1cc(OC)c(NC(c2nnc(-c3ccccc3)o2)c2ccc(F)cc2Cl)cc1Cl (stereo unspecified)
→ -24%	6
CN(C)c1ccc(CNC(=O)CN2C(=O)CSc3ccc(S(=O)(=O)N4CCCC4)cc32)cc1
→ -13%	-2
Cc1c(Cl)cccc1NC(=O)N1CCC(CN2CCOCC2)CC1
→ -14%	-13
Cc1cccc(NC(=O)c2oc3c(c2C)-c2[nH]ncc2CC3)c1C
→ -9%	-2
CCCCCn1c(=O)[nH]c2cc(C(=O)NCCN(C)CCCC)ccc2c1=O
→ -25%	-10
CCOC(=O)C(Cc1ccccc1)NC(=O)Cn1nnc(-c2ccc(C)cc2)n1 (stereo unspecified)
→ i	2
COc1cccc(CNC(=O)Cn2cccc2C(=O)c2ccccc2)c1
→ -1%	-6
O=C(Nc1cccc(F)c1)c1cnc2sc(N3CCCC3)nn2c1=O
→ -11%	3
Cc1ccc(CNCc2ccc3c(c2)n(C)c(=O)n3C)cc1
→ i	-13
COc1ccccc1CNS(=O)(=O)c1cnc(N)nc1
→ i	2
O=C(CSc1nc(-c2ccc(F)cc2)cc(C(F)(F)F)n1)NCCc1ccccc1
→ -20%	-9
CCOC(=O)c1cccc(NC(=O)c2cc3c(=O)n(C)c4ccccc4c3n2C)c1
→ -16%	7
